M1 antag: human CHRM1 antagonism; P11229; CHO-K1 hM1, Fluo-8 calcium fluorescence, ACh EC80 antagonist; inhibition, % at 3 µM; hit rate 1.3% among 360,000; AID 588852;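 active = percent inhibition above its own plate's cutoff, namely the mean of that plate's compound wells plus 3 SD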;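 also: peak over basal fluorescence ratio during 140 s after agonist addition; 0% = ACh EC80 plus DMSO and 100% = DMSO alone without agonist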
Target sequence (P11229 whole entry, looked up): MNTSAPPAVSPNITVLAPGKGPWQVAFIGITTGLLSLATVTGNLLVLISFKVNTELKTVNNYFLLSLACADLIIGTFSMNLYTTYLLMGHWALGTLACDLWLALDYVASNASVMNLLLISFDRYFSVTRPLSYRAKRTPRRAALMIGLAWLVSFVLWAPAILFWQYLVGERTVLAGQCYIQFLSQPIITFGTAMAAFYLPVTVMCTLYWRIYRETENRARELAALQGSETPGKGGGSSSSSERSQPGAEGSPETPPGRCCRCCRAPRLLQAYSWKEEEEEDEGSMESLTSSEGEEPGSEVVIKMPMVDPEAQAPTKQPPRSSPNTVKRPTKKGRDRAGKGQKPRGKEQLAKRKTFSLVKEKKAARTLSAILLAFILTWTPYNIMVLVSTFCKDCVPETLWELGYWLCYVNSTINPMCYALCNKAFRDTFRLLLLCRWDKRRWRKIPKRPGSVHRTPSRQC
M1 PAM: potentiates human M1 receptor response to acetylcholine; activation, % at 3 µM; CHO-K1 hM1, Fluo-8 calcium fluorescence, ACh EC20; 0% = ACh EC20, 100% = maximal ACh; P11229; hit rate 0.088% among 360,000; in the data active = activation above about 19%, passing the limit was not always enough
CHRM5 antagonist: blocks acetylcholine activation of human M5 receptor. hit rate 0.59% among 360,000. CHO-hM5 cells, Fluo-8 calcium fluorescence, ACh EC80. inhibition, % at 3 µM. AID 624040;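 active = inhibition above a per-plate cutoff, the mean of that plate's test compounds plus 3 SD, cut at about 27% in these data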;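 also: 0% = acetylcholine EC80 with DMSO and 100% = DMSO without agonist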
Target sequence (P08912 whole entry, looked up): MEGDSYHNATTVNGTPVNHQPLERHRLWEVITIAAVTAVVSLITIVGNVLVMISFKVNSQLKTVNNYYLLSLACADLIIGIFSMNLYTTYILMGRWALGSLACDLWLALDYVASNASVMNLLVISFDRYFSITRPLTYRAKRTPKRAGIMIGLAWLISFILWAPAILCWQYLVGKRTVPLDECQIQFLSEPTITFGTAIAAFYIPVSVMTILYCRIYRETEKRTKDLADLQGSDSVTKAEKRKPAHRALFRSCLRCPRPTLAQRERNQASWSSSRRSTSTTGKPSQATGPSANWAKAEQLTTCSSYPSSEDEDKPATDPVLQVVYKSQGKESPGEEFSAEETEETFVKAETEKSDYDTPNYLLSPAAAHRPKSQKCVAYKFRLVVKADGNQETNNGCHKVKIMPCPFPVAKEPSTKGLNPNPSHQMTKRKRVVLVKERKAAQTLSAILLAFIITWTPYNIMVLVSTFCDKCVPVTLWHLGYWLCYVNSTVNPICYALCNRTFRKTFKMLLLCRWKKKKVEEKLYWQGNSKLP
M4 antag: CHRM4 antagonism in calcium assay | P08173 | CHO-hM4 cells, ACh EC80, Fluo-8 calcium fluorescence | inhibition, % at 3 µM | hit rate 0.73% among 360,000;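 active = inhibition above its plate's cutoff, the mean inhibition of sample wells plus 3 SD, cut at about 27% in these data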;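 also: 0% = acetylcholine EC80 with DMSO and 100% = DMSO without agonist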
M5 PAM: potentiates acetylcholine response at human M5 receptor; CHO-K1 hM5, Fluo-8 calcium, ACh EC20 PAM; 0% = ACh EC20, 100% = ACh EC100; activation, % at 3 µM; hit rate 0.3% among 360,000; AID 624038;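 active = activation above the run cutoff, the mean activation of all test compounds plus 3 SD, cut at about 18% in these data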
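Replicates: One well per compound, no replicates | System: Human M5 receptor in CHO-K1 cells | Benchmarks: Low control EC20 acetylcholine (0%), high control EC100 acetylcholine (100%) | Probe or stimulus: Acetylcholine, EC20 level | Times: Fluo-8 loading 80 min at 37 °C plus 30 min room temperature | Signal: Intracellular calcium via Fluo-8 fluorescence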
M4 ag: CHRM4 agonism in calcium assay; activation, % at 3 µM; P08173; CHO-K1 hM4/Gqi5, Fluo-8 calcium fluorescence; vehicle 0%, full acetylcholine response 100%; AID 624127; hit rate 0.14% among 360,000;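 active = activation above the run mean over all test wells plus 3 SD, cut at about 32% in these data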;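 also: peak over basal fluorescence ratio per well then scaled between controls; 0% = DMSO wells and 100% = acetylcholine at EC100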
CHRM1 agonist: human M1 muscarinic receptor agonism | P11229 | CHO-K1 hM1, Fluo-8 calcium fluorescence, agonist mode; 0% DMSO, 100% acetylcholine EC100 | activation, % at 3 µM | hit rate 0.33% among 360,000 | AID 588814;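 active = activation above the run's mean compound activation plus 3 SD, cut at about 16% in these data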;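 also: peak over basal fluorescence ratio within a 140 s kinetic read after compound addition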
TAAR1 agonist: agonists of human TAAR1; CHO RD-HGA16 TAAR1, Fluo-8 calcium fluorescence; vehicle wells 0%, saturating PEA agonist 100%; activation, % at 3 µM; hit rate 0.99% among 360,000;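 active = activation above the mean activation of all test compounds in the run plus 3 SD, cut at about 38% in these data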
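Assay system – CHO-derived RD-HGA16 cells with stable Gα16 and human TAAR1 · Compound dosing – one-point dosing at 3 µM (nominal) · Incubation – 17-24 h seeding, 75 min 37 °C dye, 30 min RT · Measured by – kinetic Fluo-8 calcium fluorescence · Control set – DMSO vehicle as 0%, PEA at EC100 as 100% · Repeats – single well for each compound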
M5 ag: CHRM5 agonism in calcium assay. AID 624037. CHO-K1 hM5 cells, Fluo-8 calcium fluorescence; 0% DMSO wells, 100% maximal acetylcholine response. P08912. activation, % at 3 µM. hit rate 0.19% among 360,000;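 active = activation above the run's mean over test compounds plus 3 SD, cut at about 23% in these data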;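 also: signal is peak over basal fluorescence ratio across the kinetic read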
* hit, by the source's call; / = no result given.

SMILES	M1 antag	M1 PAM	CHRM5 antagonist	M4 antag	M5 PAM	M4 ag	CHRM1 agonist	TAAR1 agonist	M5 ag
COc1ccc2[nH]cc(C(=O)CN3CCCC(C)C3)c2c1 (centres undefined)	-13	12	-2	-7	0	2	-4	4	-2
O=C1/C(=C\c2ccc(-c3ccccc3Cl)o2)SC(=S)N1CC1CCCO1 (centres undefined)	-13	3	2	6	4	1	-1	0	-3
N/C(=N\OC(=O)CCCOc1ccc(Cl)cc1Cl)c1ccncc1	-1	1	8	5	-2	2	-4	4	0
Clc1ccc2nc(C3CCN(Cc4ccccc4)CC3)[nH]c2c1	11	-5	2	2	-4	4	-12	12	-5
CC(=O)Nc1ccc(NC(=O)C2Cc3c(-c4cccc(F)c4)ccnc3O2)cc1 (centres undefined)	-14	13	-3	-17	-4	4	1	3	0
COc1ccc(COc2cccnc2N)cc1	-6	7	-3	-15	11	3	-3	5	-2
Fc1cccc(Cc2c(-c3ccco3)nc3c(Cl)cc(C(F)(F)F)cn23)c1	-31	8	-7	-6	1	1	0	3	3
CN(C(=O)c1ccco1)c1nc2c(s1)CCCC2	-6	2	-12	4	8	1	-3	15	0
Cc1ccc(CSC2=NCCN2C(=O)C(C)Oc2ccccc2)cc1 (centres undefined)	-9	1	1	-21	-4	1	-4	0	1
O=C(Cc1ccc(F)cc1)N[C@@H]1c2ccccc2CC[C@@H]1OCc1ccccc1	-1	3	24	3	-9	0	-4	3	2
COc1cc(/C=N/c2oc(-c3ccccc3)cc2C#N)ccc1O	1	-1	1	-6	-3	1	-3	6	-2
Cc1ccc2[nH]c(=O)c(CN(CCCN3CCOCC3)Cc3nnnn3C3CCCC3)cc2c1	-10	6	-11	-1	6	0	-8	8	-1
Cc1cc(C)nc(SC2CCCCC2O)n1 (centres undefined)	-13	16	5	3	-3	0	-1	-2	0
O=C(CNS(=O)(=O)c1ccccc1)NNC(=O)C(Cl)Cl	-6	7	-1	-3	-5	0	-5	7	-1
COc1ccc(C(CC(=O)c2ccc(C)cc2)Nc2ccc([N+](=O)[O-])cc2)cc1 (centres undefined)	9	-7	12	14	-16	0	-9	1	-5
C=C(C)CC1(NC(C)c2ccccc2)CCCCC1 (centres undefined)	-3	0	-1	3	-2	-1	-10	0	-3
CCOC(=O)C1=C(CSc2nc(-c3ccncc3)ccc2C#N)OC(N)=C(C#N)C1c1ccc(OC)cc1 (centres undefined)	-2	-5	-5	-5	-2	1	-4	9	-4
O=C(CN(C(=O)c1csnn1)c1ccccc1Cl)NC1CCCCC1	-10	8	-9	-8	5	0	-3	6	0
CC(C)CC(=O)NC(c1cccs1)c1ccc2cccnc2c1O (centres undefined)	-8	11	5	-1	0	2	-8	/	-2
CC1=NN(C(=O)Cn2ccc([N+](=O)[O-])n2)C(O)(C(F)(F)F)C1 (centres undefined)	-10	7	-13	2	4	0	-4	7	0
CCOC(=O)N(C)C[C@@H]1OCc2cnnn2CCCC(=O)N([C@H](C)CO)C[C@H]1C	20	-9	10	-8	0	0	-3	1	1
COc1ccccc1NC(=O)/C(=N/OCc1ccc(C#N)cc1)C(C)=O	11	-3	8	1	0	2	-8	6	-4
COc1ccccc1N(CC(=O)NCC(C)C)S(=O)(=O)c1cccs1	-10	5	-3	3	1	1	-6	-1	-1
COCCN(CC(=O)NCc1ccccc1)C(=O)CCC(=O)Nc1ccccn1	-47	9	-8	15	-4	1	-1	0	1
Cc1ccccc1-n1cc(-c2ccc(Br)cc2)nc1SCC(N)=O	8	5	-1	-11	5	2	-3	9	-2
CCCc1cc(=O)[nH]c(SCc2csc(-c3ccccc3)n2)n1	-7	7	-4	2	3	0	-5	0	-2
CC(Oc1cc2oc(=O)cc(-c3ccccc3)c2cc1Cl)C(=O)NCC1CCC(C(=O)O)CC1 (centres undefined)	-5	9	4	-14	-1	-1	0	2	4
Cc1cc(C)cc(-n2c(C)cc(C(=S)N3CCOCC3)c2C)c1	-9	16	-1	8	1	-2	-6	-4	-5
O=C(NCCc1c[nH]c2ccccc12)/C(=C\c1cccnc1)NC(=O)c1cccs1	-3	7	7	2	-4	2	-10	2	-2
COc1cccc(-c2cc(C(F)(F)F)nc(N3CCN(c4ccccc4)CC3)n2)c1	0	7	0	1	3	0	-3	5	-2
O=C(COC(=O)c1ncc(Cl)c(Cl)c1Cl)NNC(=O)c1ccccc1	-12	14	1	-4	-5	2	-3	5	4
C=CCN1C(=O)C(CC(=O)NCC)SC1=Nc1ccccc1CC (centres undefined)	-6	3	-18	-8	-1	3	-3	0	1
CCN(CC)CCNC(=O)c1ccc(NC(=O)/C=C/c2cc(OC)c(OC)c(OC)c2)cc1	4	-3	-3	1	3	0	-10	1	-4
Cc1ccc(S(=O)(=O)N2C[C@]3(O)C[C@@H]4C(=O)N(c5ccccc5)C(=O)[C@@H]4C[C@]3(OC(=O)NC3CC3)C2)cc1	-3	0	2	-10	-4	0	-3	6	3
COc1ccc(/C=N/n2c(SC)nnc2-c2ccccc2)c(OC)c1OC	11	-2	2	0	-5	0	-3	8	-3
Cc1cc(Br)cc(Cl)c1OC(=O)c1cnccn1	-14	12	2	-23	7	2	-7	-3	-4
NC(=O)C12C(=O)NC(=O)C1(C(=O)O)C21CCCC1 (centres undefined)	-5	0	20	2	-2	0	-2	2	1
COC(=O)c1cn(NC(=O)c2ccc(F)cc2)c(=O)c2ccccc12	-8	3	9	5	-4	1	-3	4	-3
CCCCN1C(=N)N([C@@H](CCC)CN2CCC[C@H]2CN2C(N)=NC[C@H]2C(C)C)C[C@H]1[C@H](C)CC	1	0	-5	-12	3	0	-10	2	-1
N#CC(=C1CCCC1)c1nc(-c2ccc(Cl)cc2)cs1	0	3	2	-9	-5	0	-1	3	1

Single records, from the list above. Screens in order: M1 antag | M1 PAM | CHRM5 antagonist | M4 antag | M5 PAM | M4 ag | CHRM1 agonist | TAAR1 agonist | M5 ag
Profile of CCCc1cc(=O)[nH]c(SCc2csc(-c3ccccc3)n2)n1 = -7 | 7 | -4 | 2 | 3 | 0 | -5 | 0 | -2
Profile of CC(Oc1cc2oc(=O)cc(-c3ccccc3)c2cc1Cl)C(=O)NCC1CCC(C(=O)O)CC1 (centres undefined) = -5 | 9 | 4 | -14 | -1 | -1 | 0 | 2 | 4

Other compounds:
SMILES	M1 antag	M1 PAM	CHRM5 antagonist	M4 antag	M5 PAM	M4 ag	CHRM1 agonist	TAAR1 agonist	M5 ag
CC(=O)Nc1ccc(S(=O)(=O)NCC(=O)NNC(=O)c2csc(N3CCOCC3)n2)cc1	6	-1	2	-1	-3	0	-3	3	-2
CC(=O)c1cccc(CN2CCN(CCC(C)C)C(CCO)C2)c1 (centres undefined)	0	-4	4	-8	3	0	-6	3	-7
CN(C)S(=O)(=O)c1ccc2c(c1)nc(CCC(=O)O)n2C	-2	4	-2	4	2	1	-5	6	2
COc1ccc(CC(=O)N/N=C(\C)CC(=O)Nc2ccc(N(C)C)cc2)cc1OC	-4	3	12	0	1	2	-3	4	-2
CC(=O)Nc1ccc(S(=O)(=O)NCc2ccc(C(=O)NCc3ccc(Cl)cc3)cc2)cc1	0	2	-8	1	11	1	-4	16	3
CCOC(=O)C1CCN(C(=O)c2ccc3c(Cl)c4c(nc3c2)CCCC4)CC1	0	-12	-2	4	-3	4	-6	0	-7
COc1cc(C(O)P(=O)(OCC(C)C)c2ccc(N(C)C)cc2)cc(OC)c1OC (centres undefined)	-2	6	3	3	1	0	5	0	1
COc1ccc(-c2ccc(CN3C(C)C(=O)N(Cc4cn(Cc5ccco5)nn4)CCS3(=O)=O)cc2)cc1 (centres undefined)	7	-8	17	1	-4	3	-7	0	-2
COc1ccc(CNC(=O)COC(=O)c2n[nH]c3ccccc23)cc1	-4	-3	6	-1	-7	4	1	5	2
CN(Cc1ccccc1)C(=O)c1nc2ccccn2c1CN1CCC(N2CCOCC2)CC1	-14	-1	-8	1	10	1	-4	1	-1
O=C1NC2=C(C(=O)CCC2)C(c2ccc([N+](=O)[O-])cc2)N1 (centres undefined)	2	1	6	9	2	1	-1	1	-1
CCOc1ccc(OCCC(=O)N2CCN(S(=O)(=O)c3ccc(OCC)cc3)CC2)cc1	-18	9	-2	0	4	1	-3	2	-4
COc1ccc(N=Nc2cc(-c3ccccc3)ccc2O)cc1	-12	3	10	2	-3	0	-1	0	-4
CCCNC(=O)C1CNc2ccccc2O1 (centres undefined)	-16	10	0	2	2	0	-2	8	-1
Cc1ccc(OCC(=O)NCCCNC(=O)c2ccco2)cc1C	4	1	11	7	-1	1	3	-1	-2
Cc1ccsc1C(=O)OCC(=O)NCC1CCCO1 (centres undefined)	-2	1	11	5	-7	0	-1	6	1
COc1ccc(NS(=O)(=O)c2ccc(-c3coc(C)n3)cc2)c(OC)c1	11	-10	-4	-1	-8	12	2	2	5
O=C(NCC(=O)N(c1ccccc1F)C(C(=O)NC1CCCC1)c1cccnc1)c1ccco1 (centres undefined)	-11	11	14	3	-1	-1	-2	2	0
Cc1ccc(NC(=O)CCNC(=O)Nc2ccccc2)cc1S(=O)(=O)N(C)C	-7	8	13	8	-6	1	-4	-2	-4
O=C(NC1CCCc2ccccc21)C1CCN(S(=O)(=O)c2ccccc2)CC1 (centres undefined)	-8	2	-6	-2	-5	2	-5	9	-3

Some of the entries above, set out differently:
smiles,M1 antag,M1 PAM,CHRM5 antagonist,M4 antag,M5 PAM,M4 ag,CHRM1 agonist,TAAR1 agonist,M5 ag
CCOC(=O)C1CCN(C(=O)c2ccc3c(Cl)c4c(nc3c2)CCCC4)CC1,0,-12,-2,4,-3,4,-6,0,-7
COc1cc(C(O)P(=O)(OCC(C)C)c2ccc(N(C)C)cc2)cc(OC)c1OC (centres undefined),-2,6,3,3,1,0,5,0,1

Going on with the list.
SMILES	M1 antag	M1 PAM	CHRM5 antagonist	M4 antag	M5 PAM	M4 ag	CHRM1 agonist	TAAR1 agonist	M5 ag
CC(CNC(=O)COC(=O)c1ccco1)c1ccccc1 (centres undefined)	-13	18	3	-3	1	1	0	4	1
O=C(CSc1ccc(-c2cccc([N+](=O)[O-])c2)nn1)NC1CCCC1	-5	10	-2	-8	8	0	1	2	3
COc1ccc(OC)c(S(=O)(=O)Nc2ccc(-c3ccc4nncn4n3)cc2)c1	-11	15	8	-1	3	0	-5	2	0
Cc1cc(C(C)(C)C)oc1C(=O)N(CC(=O)NC1CCCC1)Cc1ccc(F)cc1	-22	21	-3	8	3	1	13	9	2
Cc1cc(NC(=O)CCC(=O)N(Cc2ccco2)C(C(=O)NCC2CCCO2)c2ccncc2)no1 (centres undefined)	2	-3	-8	1	0	1	-4	1	-1
CCN(CC(=O)Nc1cc(Cl)ccc1C)C(=O)COc1cccc2c1OC(C)(C)C2	3	-2	11	0	0	7	-1	2	-1
CC(OC(=O)c1ccc2c(c1)OCCO2)C(=O)c1ccccc1 (centres undefined)	-21	2	4	-1	-5	2	-2	15	-2
Cc1ccc(C(=O)NCC(=O)OCCOc2ccccc2Cl)cc1	-11	11	-1	-10	6	1	1	-2	-6
CC(C)(C)c1nc2ccc(Cl)cn2c1CC1CCCCC1	-9	4	-5	-16	3	-2	6	1	2
Cc1c(Cl)cccc1NC(=S)N(CCCN1CCOCC1)Cc1ccco1	48*	-25	9	13	-15	0	-6	3	-14

Source: PubChem

These rows are one share of the data; rates above refer to the full screens.
